Compound activity deposited in PubChem BioAssay by Broad Institute.
esBAF inh: SWI/SNF esBAF complex inhibition. 350,000 tested, 2% active. reporter increase, % at 12.5 µM. mouse ES cells, Bmi1-luciferase knock-in reporter, 24 h; 100% = twice the neutral-well signal; in the data active = activation above about 40%;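 also: 0% = median of the plate's neutral control wells and 100% = double that signal; a rise in the Bmi1 reporter signal indicates esBAF inhibition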
RAD54 inh: inhibitors of human RAD54 branch migration | 360,000 tested, 0.14% active | RAD54 Holliday junction branch migration, FAM/BHQ fluorescence | inhibition, % at 10.4 µM | AID 602329 | Q92698;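 active = mean normalized replicate activity at least 40 and at least half of replicates scoring 40 or more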;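 also: 0% = median of neutral control wells and 100% = median of positive control wells; inhibitors cause a drop in the FAM fluorescence signal; in these data hits start at about 50%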
Target sequence (Q92698 whole entry, looked up): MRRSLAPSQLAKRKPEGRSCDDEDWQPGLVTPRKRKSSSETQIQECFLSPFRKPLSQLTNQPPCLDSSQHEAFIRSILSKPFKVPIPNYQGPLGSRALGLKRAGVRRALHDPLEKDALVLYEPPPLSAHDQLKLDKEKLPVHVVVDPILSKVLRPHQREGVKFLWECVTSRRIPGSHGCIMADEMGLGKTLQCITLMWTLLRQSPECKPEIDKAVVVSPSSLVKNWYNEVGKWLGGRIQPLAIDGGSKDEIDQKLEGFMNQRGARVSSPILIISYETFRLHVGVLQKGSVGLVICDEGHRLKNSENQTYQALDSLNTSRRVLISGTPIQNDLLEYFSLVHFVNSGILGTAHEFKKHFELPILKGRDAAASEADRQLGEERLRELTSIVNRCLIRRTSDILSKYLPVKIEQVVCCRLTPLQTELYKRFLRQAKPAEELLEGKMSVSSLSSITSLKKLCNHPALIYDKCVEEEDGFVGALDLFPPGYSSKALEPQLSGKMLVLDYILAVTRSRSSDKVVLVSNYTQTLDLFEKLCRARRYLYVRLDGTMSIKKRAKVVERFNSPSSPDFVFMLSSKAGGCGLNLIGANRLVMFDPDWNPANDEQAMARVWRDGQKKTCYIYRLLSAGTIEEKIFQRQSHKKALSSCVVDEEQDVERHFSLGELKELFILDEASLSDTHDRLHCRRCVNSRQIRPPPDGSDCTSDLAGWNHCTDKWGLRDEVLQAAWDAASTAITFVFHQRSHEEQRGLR
Numbers without * were called inactive. The list is partial; the hit share may differ from the screen's.

SMILES	esBAF inh	RAD54 inh
CC1=Nc2ccc(C)c3nc(C)cc(c23)N1c1ccc(C)cc1	-2	30
CN(C)C(=O)c1c(-c2ccccc2)oc2ccc(O)cc12	9	3
COC(=O)c1[nH]c2ccc(Br)cc2c1NC(=O)C(C)N1CCN(C2CCCCC2)CC1 (centres undefined)	7	22
COc1cccc(C(=O)N2CCN(C(=O)c3cccc4ccccc34)CC2)c1OC	6	4
Cn1ccnc1SCC(=O)Nc1cccc(C(F)(F)F)c1	10	-17
Cc1ccc(C(=O)N2CCC(C)CC2)cc1C	15	2
CCCN1C(=O)c2ccc(C(=O)NC3=NCCS3)cc2C1=O	20	3
CC(c1ccccc1)n1cc(C(=O)NCC2CCCO2)nn1 (centres undefined)	-2	5
N#Cc1c(-c2ccco2)cc(-c2cccnc2)nc1N	5	-2
O=C(NC12CC3CC(CC(C3)C1)C2)N1CCCC(CO)C1 (centres undefined)	2	6
CC(=O)c1ccc(-n2nnnc2SCC(=O)Nc2cccc(NC(=O)c3ccco3)c2)cc1	13	4
O=C(c1cnccn1)N1CCN(S(=O)(=O)c2ccc3ccccc3c2)CC1	-5	-7
O=C(Nc1ccccc1F)c1cc(S(=O)(=O)N2CCCCC2)cs1	18	11
O=C(c1ccco1)N1CCN(C(=O)c2cc(-c3ccncc3)nc3ccc(Br)cc23)CC1	4	-27
CCC(C)(C)n1nnnc1C(c1ccc(C)cc1)N1CCSCC1 (centres undefined)	1	-6
O=C(c1ccccc1)c1cccn1CC(=O)N1CCN(c2ccccc2)CC1	6	5
COc1cccc(/C=C/c2ccncc2)c1OC	15	-20
Brc1ccc(CSc2nccn2-c2ccccc2)cc1	-11	-1
O=C(CN1CCCC(O)C1)N1c2ccccc2Sc2ccc(C(F)(F)F)cc21 (centres undefined)	-6	-2
Cc1ccc(S(=O)(=O)N2CCN(C(=O)C3=COCCO3)CC2)cc1C	-10	5
CC(C)Cn1cnc2c(=O)oc3ccccc3c21	-6	-10
CC(C)N=C1SCC(C)(/C=N/O)S1 (centres undefined)	11	-8
Cc1sc2nc(CN3CCOCC3)nc(N3CCOCC3)c2c1C	-3	3
CCCN1CCN(C(=O)Nc2ccc(C(=O)OCC)cc2)CC1	13	-12
CCCC(=O)N1CCC1(C)C(=O)Nc1cc(OC)ccc1OC (centres undefined)	-5	17
CCOc1ccc2c(c1)n(CO)c(=S)n2CO	-8	4
Cc1nnc(SCc2ccc3c(c2)OCO3)s1	51*	7
Cc1cccc(N2CCN(C(=O)Cn3sc4nc(C)cc(C)c4c3=O)CC2C)c1 (centres undefined)	6	-8
CCOC(=O)c1c(NC(=O)c2cccs2)sc(C)c1CC	-4	17
Nc1nnc(SCCN2C(=O)c3ccccc3S2(=O)=O)s1	-2	2
COc1ccc(S(=O)(=O)N(Cc2cc3ccc(OC)cc3[nH]c2=O)CC2COCCO2)cc1 (centres undefined)	5	6
COc1ccc(-c2nc(CSCC(=O)NCc3ccco3)c(C)o2)cc1	-56	2
O=S(=O)(Nc1nc2ccccc2[nH]1)c1ccc(Cl)cc1	-1	5
CCc1nnc(NC(=O)c2ccc(S(=O)(=O)N(CC(C)C)CC(C)C)cc2)o1	-5	4
O=C1CCCN1c1ccc(CNS(=O)(=O)c2ccc(F)cc2)cc1	10	-2
CCN(CC)c1ccc(NC(=O)c2cc3ccccc3o2)c(C)c1	45*	2
O=C(COc1ncnc2ccccc12)NCCC1=CCCCC1	0	-3
Cc1ccc(C)c(NC(=O)C2CC3c4ccccc4C2c2ccccc23)c1 (centres undefined)	-4	-6
CCSc1nc(N2CCOCC2)c2c(c1C#N)CCCC2	1	8
C/C=C(\C)CN1CCN(c2ccc(C)cc2)CC1	-6	2
O=[N+]([O-])c1cc(C(F)(F)F)ccc1N1CCN(S(=O)(=O)c2ccc3ccccc3c2)CC1	5	10
CNCC/C=C1/c2ccccc2CSc2ccccc21	-10	0
Cc1cc(C)n(CCn2nc(C)cc2C)n1	-4	10
CC(C)CCC(C(=O)O)C(C)CC(=O)NC1CCCCC1 (centres undefined)	5	5
O=C(CN(Cc1ccco1)C(=O)Cn1nnc(-c2cccs2)n1)NCc1ccccc1	10	-5
COC(=O)c1ccc(CSc2nnc(Nc3ccc(OC)cc3)s2)o1	-5	4
CSc1sc(C(=O)O)c(C)c1C(C)=O	3	0
COc1ccc(C(=O)N2CC(=O)N(CCc3ccccc3)C(=O)C2)cc1OC	-3	-10
CCn1cnc2cc(NCc3ccc(OC)cc3)ccc21	56*	-2
CC1=C(C#N)C(c2cccnc2)C2=C(CCCC2=O)N1 (centres undefined)	-1	-4
O=C(CSc1ccc2nnc(-c3cccc(F)c3)n2n1)NCC1CCCO1 (centres undefined)	-3	-6
COc1ccc(CC(=O)OCC(=O)Nc2ncc(Cl)cc2Cl)cc1	-5	-6
CC(OC(=O)CNC(=O)C12CC3CC(CC(C3)C1)C2)C(=O)Nc1ncc(Cl)cc1Cl (centres undefined)	-1	5
COc1ccc(Nc2nc(-c3ccccc3)cs2)cc1	-10	-11
Cc1cc(C)nc(NS(=O)(=O)c2ccc(N/C=C\C(=O)c3ccc(Cl)cc3)cc2)n1	7	7
CCc1c(O)nc(SCC(=O)NCc2ccco2)[nH]c1=O	-3	3
CCS(=O)(=O)NCC(c1cccnc1)N1CCN(c2ccccc2F)CC1 (centres undefined)	-9	0
COc1ccc(CCNC(=O)C2CCCN(c3nn4c(=O)cc(C)nc4s3)C2)cc1OC (centres undefined)	-7	4
COc1ccc(-c2nc(C#N)c(N3CCc4ccccc4C3)o2)cc1OC	6	2
Cc1ccc(C(=O)Nc2nnn(C)n2)cc1	16	6

(continued)
SMILES	esBAF inh	RAD54 inh
Cc1ccc(S(=O)(=O)/N=C2\C=C(Nc3ccc(O)cc3)C(=O)c3ccccc32)cc1	-74	-1
COC(=O)c1ccc(CSc2nc3scc(-c4cccs4)c3c(=O)[nH]2)o1	0	4
COc1ccc(S(=O)(=O)N2CCCC(C(=O)O)C2)cc1 (centres undefined)	1	0
Cc1noc(C)c1C(=O)Nc1cccnc1	-21	0
COc1ccccc1N1CCN(S(=O)(=O)c2cccc3nsnc23)CC1	10	3
Cc1ccc(C(=O)Nc2ccc3cn[nH]c3c2)cc1S(=O)(=O)N1CCCCC1	75*	9
Cn1ncc(Cl)c1C(=O)Nc1cccnc1	-11	-4
Cc1ccc(SC(c2ccccc2)C(Cn2cncn2)C(=O)c2ccccc2)cc1 (centres undefined)	2	2
O=C(NCCN1CCOCC1)[C@H](Cc1ccccc1)N1C(=O)c2ccccc2C1=O	-3	-3
CC1=C(C(=O)OCC(C)C)C(c2cccc(F)c2)N2C(=O)C(C)SC2=N1 (centres undefined)	4	2
CC(=O)N1CCN(C(=O)CC2OC(=O)c3ccccc32)CC1 (centres undefined)	-3	3
CCNC(=O)NC(=O)C(C)Sc1nc2ccccc2n1CC(C)C (centres undefined)	2	5
Cc1ccc(C(=O)COC(=O)CNS(=O)(=O)c2ccccc2)cc1[N+](=O)[O-]	-11	4
Cc1cc(N)n2nc(-c3ccc(C(C)(C)C)cc3)cc2n1	1	-10
CC1=CC(C)(C)Nc2ccc(OC(=O)CN3C(=O)CCC3=O)cc21	-53	-2
CCCCn1nnc(NC(=O)Cc2ccc(Cl)cc2)n1	-7	7
COc1ccc(C(=O)COC(=O)CCn2nnc(-c3cccc(O)c3OC)n2)cc1	-3	5
COc1ccc(C(C)=O)cc1CSc1nc2ccccc2c(=O)n1-c1cccc(C)c1	0	-10
CCOC(=O)c1cnc2c(C(F)(F)F)cccc2c1N1CCOCC1	18	-16
NCCOc1ccccc1Cc1ccccc1	-11	-3
O=C(NNC(=O)c1cc2cc3ccccc3nc2s1)c1cccc(Cl)c1	-2	3
Cc1cc(C)c(N=C2CCCN2Cc2ccccc2)c(C#N)c1	6	-7
CC(=O)Nc1ccc(OC(=O)C(CCS(C)(=O)=O)N2C(=O)c3ccccc3C2=O)cc1 (centres undefined)	-10	-9
O=C(OCCN1CCOCC1)c1ccc(OCCN2CCOCC2)cc1	-5	-17
CCOc1ccc(CCNS(=O)(=O)c2c(C)n[nH]c2C)cc1OCC	-3	0
Fc1ccc(-n2c(Cc3ccccc3)nnc2SCc2nc(-c3cccs3)no2)cc1	4	6
OC(CNCc1ccccc1)(c1ccc(F)cc1)c1ccc(F)cc1	-2	5
CCN(CC)CCOC(=O)c1ccc(NC(=O)CCCN2C(=O)S/C(=C/c3ccc(OC)cc3)C2=S)cc1	-75	-8
CCOc1ccccc1NC(=O)CSc1nc(N)c(C#N)cc1C#N	-7	-4
CC1=C(C(=O)OCCCBr)C(c2ccc3c(c2)OCO3)NC(=O)N1 (centres undefined)	-1	-6
Cc1ccc(Cl)cc1N1CCN(S(=O)(=O)c2cccc(S(=O)(=O)N3CCCC3)c2)CC1	-11	7
CC(C)CC(c1nnnn1CC1CCCO1)N1CCN(Cc2ccc3c(c2)OCO3)CC1 (centres undefined)	1	2
COc1ccccc1OCC(=O)Nc1nnc(-c2ccco2)s1	3	-13
O=[N+]([O-])c1ccc(N2CCCC2)cc1NC(c1ccccc1)c1ccccc1	-10	0
CN1CCCCCC1=Nc1ccccc1C#N	-4	-13
CCOC(=O)C(O)(NC(=O)c1cccnc1)C(F)(F)F (centres undefined)	-5	-4
COc1ccc(NC(=O)COC(=O)c2c3c(nc4ccccc24)CCCC3)cc1Cl	6	9
O=C(Nc1scc(-c2cccs2)c1C(=O)O)c1cccs1	35	-18
CCOC(=O)N1CCN(c2ccc(F)cc2[N+](=O)[O-])CC1	3	0
Cc1ccc(/C=N\NC(=O)C2COc3cc4ccccc4cc3O2)o1 (centres undefined)	-7	2
CC1(C)N=C(/C=N/O)C=[N+]1[O-]	-3	-6
O=C(NCc1ccccc1)c1ccccc1OCC(=O)N1CCCCC1	-8	7
CCC(=O)Nc1nn(C)c2nc3c(C)cccc3cc12	-5	-4
COC(=O)CCC(=O)Nc1sc(C)c(C)c1C(N)=O	-8	-1
O=C(/C=C/N1CCOCC1)c1ccc(-c2ccccc2)cc1	31	1
O=C1c2cccnc2C(=O)N1Cc1ccc2c(c1)OCO2	-8	9
CCOC(=O)c1[nH]c(C)c(/C(O)=C2\C(=O)C(=O)N(CCN(C)C)C2c2ccncc2)c1C (centres undefined)	-6	-8
CN(C)C=Nc1ccc2nn(-c3ccccc3)nc2c1	-5	-1
Cc1cc(C(=O)Nc2ccc(S(=O)(=O)Nc3nccs3)cc2)c(C)o1	4	1
CCOC(=O)N1CCN(S(=O)(=O)c2cc(Br)cnc2N)CC1	-6	6
O=[n+]1c2c(n([O-])c3ccccc31)CCC2	-5	-7
Cc1c(N=C2NC(=O)C(CC(=O)Nc3ccccc3)S2)c(=O)n(-c2ccccc2)n1C (centres undefined)	-4	-6
COc1cccc(C(=O)CSc2nc3ccccc3n2CC(=O)N(C(C)C)C(C)C)c1	-5	-5
CCOC(=O)c1ccc(S(=O)(=O)NC2CCCCCCC2)n1C	-3	1
Fc1ccc(-c2nc3c4ccccc4ccn3c2Cc2ccccc2C(F)(F)F)cc1	10	-3
Clc1ccc(Oc2nc(N3CCOCC3)nc(N3CCOCC3)n2)c(C2CCCCC2)c1	6	-8
COC(=O)c1ccc(/C=N\n2c(C)nnc2C)cc1	-6	-2
CCOC(=O)C1=C(O)C(=O)N(c2ccc(S(N)(=O)=O)cc2)C1c1ccc(Cl)cc1 (centres undefined)	-7	8
COC(=O)C1=C(C)Nc2nnnn2C1c1ccccc1Cl (centres undefined)	-7	9
CC(C)Nc1nc(C#N)nc(NC(C)C)n1	-9	-19
N#CC12CCCCC1CC1CCCCC1(C#N)N2CCO (centres undefined)	-9	4
